Cycloheximide cs = counter-screen hit for Shiga toxin inhibitors, cycloheximide | max response, % | actives 12% (n = 300,000) | cell reporter, cycloheximide protein synthesis inhibition counterscreen; in the data active means max response mostly above about 13%, no sharp cut-off; inactive means mostly below about 14%; further: read at 38.3 µM for the half of the compounds with a filed dose; 0% is about no effect
Pf growth 48h = P. falciparum growth inhibition at 48 hours (one generation). P. falciparum luciferase growth in erythrocytes, 48 h. Potency, µM (titrated, usually from 28.7 µM), without a hit: top-dose activity change, negative = inhibition, actives largely listed as inhibitors. actives 5.9% (n = 310,000); further: potency means the concentration at half of the fitted maximal effect; on the % scale 0 is the no-effect control and ±100 the full control effect
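Luciferase-expressing P. falciparum in infected erythrocytes (2% hematocrit, 0.1% parasitemia final) in RPMI 1640/0.5% Albumax were exposed to compound for 48 hours at 37 C, 5% CO2; growth read as luminescence.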
Pf growth 96h = P. falciparum growth inhibition at 96 hour, primary screen for plastid delayed-death inhibitors; Potency, µM (titrated, usually from 28.7 µM), inactives show top-dose activity change, negative = inhibition, actives largely listed as inhibitors; P. falciparum luciferase reporter growth, 96 h; actives 6.9% (n = 320,000); further: potency means the concentration at half of the fitted maximal effect; on the % scale 0 is the no-effect control and ±100 the full control effect
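Cell-based qHTS: luciferase-tagged P. falciparum in erythrocytes (2% hematocrit, 0.05% parasitemia final) incubated with compounds for 96 hours, 37 C, 5% CO2; luciferase detection reagent then added and luminescence measured.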
Sm TGR inh = blocks Schistosoma mansoni thioredoxin glutathione reductase | Q962Y6 | purified TGR, DTNB reduction, TNB absorbance 405 nm | Potency, µM (top dose mostly 114 µM), for the others: at the top dose activity change, negative = inhibition, hits mostly inhibitors | actives 3% (n = 360,000) | AID 485364; further: potency means the concentration at half of the fitted maximal effect; on the % scale 0 is the no-effect control and ±100 the full control effect; nearly all actives have a fitted effect of over 60% in size
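Kinetic colorimetric format: TGR-catalysed, NADPH-driven DTNB reduction monitored via TNB absorbance. Enzyme dispensed at 20 nM; compound exposure 15 min at room temperature before reaction start.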
Shiga inhibitor = inhibitors of Shiga toxin in Vero cells. inhibition, % at 38.7 µM. actives 9.2% (n = 290,000). Vero cells, Shiga toxin protein synthesis inhibition reporter; in the data active means inhibition mostly above about 28%, no sharp cut-off; inactive means mostly below about 43%; further: 0% is about no effect
Giardia FBPA inh = Giardia lamblia aldolase inhibition. A8B2U2. Potency, µM (series often up to 59.6 µM), for the others: at the highest dose activity, negative = inhibition, hits mostly inhibitors. actives 0.71% (n = 290,000). purified Giardia FBPA; further: potency means the concentration at half of the fitted maximal effect; on the % scale 0 is the no-effect control and ±100 the full control effect; nearly all actives have a fitted effect of over 55% in size
Target sequence (A8B2U2 whole entry, looked up): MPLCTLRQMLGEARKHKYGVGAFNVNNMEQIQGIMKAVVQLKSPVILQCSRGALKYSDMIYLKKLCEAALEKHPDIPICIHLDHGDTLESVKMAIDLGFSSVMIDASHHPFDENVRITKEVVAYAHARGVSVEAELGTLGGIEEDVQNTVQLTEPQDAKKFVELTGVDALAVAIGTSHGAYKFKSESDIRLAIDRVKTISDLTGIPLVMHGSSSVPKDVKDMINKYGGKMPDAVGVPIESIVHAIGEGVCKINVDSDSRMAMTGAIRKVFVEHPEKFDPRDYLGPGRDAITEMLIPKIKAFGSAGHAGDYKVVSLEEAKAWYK
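40 nM FBPA preincubated 10 min at RT with compound (up to 57.5 uM final), then substrate plus GAPDH/TPI/NAD/arsenate coupling and diaphorase/resazurin added. Fluorescence read after 20 min at RT, 525/598 nm.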
The depositor's hits bear a star; ? = inconclusive; / = not tested or not shown; & = joins results of further samples; [ ] = dose if it differs, or a comment. Unless noted, the call rests on the fitted dose curve; in most records, active means well fitted curve in the direction sought with a large enough effect; inconclusive means small, poorly fitted or top-dose-only effect, or another doubt; inactive means no such curve, though single readings can be large; an effect the other way counts as inactive or inconclusive.

SMILES	Cycloheximide cs	Pf growth 48h	Pf growth 96h	Sm TGR inh	Shiga inhibitor	Giardia FBPA inh
O=C(O)C1=NOC(CNc2ncc(C(F)(F)F)cc2Cl)C1 (stereo unspecified)	-1	13%	19%	/	-2	4%
COc1cc2c(cc1OC)C(=O)CC(C)S2 (stereo unspecified)	-3	4%	0%	-21%	-7	4%
Cc1ccc(S(=O)(=O)/N=C2\C(=O)c3ccccc3C([O-])=C2n2cc[n+](CCC(C)C)c2)cc1	2	13µM*	3.3µM*	-18%	-2	-25%
CN1C(=O)C(=O)/C(=C(/O)c2ccc(Br)cc2)C1c1cccc([N+](=O)[O-])c1 (stereo unspecified)	1	7%	179%[activator]	-13%	-5	1%
Cc1occc1C(=O)Nc1nnc(C2CCCCC2)s1	17*	22%	83%[activator]	0%	60*	1%
COC(=O)CSc1nc(N)c(NC(=O)c2ccc(OC)c(OC)c2)c(=O)[nH]1	-1	9%	5%	6%	-6	?
COc1ccc(NS(=O)(=O)c2cc(NC(=O)c3ccc(=O)[nH]c3)ccc2N2CCCC2)cc1	-1	?	?	1%	21	/
COC(=O)c1cc(=O)n(Cc2ccc3c(c2)OCO3)c(=Nc2ccccc2)s1	-1	?	-10%	-5%	11	?
CCOC(=O)c1c(C)[nH]c2c1cc(O)c1ccccc12	34*	0.15µM*	?	-20%	65*	?
Cc1ccc(OCCNC(=O)CNC(=O)c2ccc(C)c(C)c2)cc1	/	6%	15%	-5%	/	/

Entries of single compounds, looked up by structure. Order of screens: Cycloheximide cs | Pf growth 48h | Pf growth 96h | Sm TGR inh | Shiga inhibitor | Giardia FBPA inh
COC(=O)CSc1nc(N)c(NC(=O)c2ccc(OC)c(OC)c2)c(=O)[nH]1 as listed: -1 | 9% | 5% | 6% | -6 | ?
COc1ccc(NS(=O)(=O)c2cc(NC(=O)c3ccc(=O)[nH]c3)ccc2N2CCCC2)cc1 as listed: -1 | ? | ? | 1% | 21 | /
Cc1occc1C(=O)Nc1nnc(C2CCCCC2)s1 as listed: 17* | 22% | 83%[activator] | 0% | 60* | 1%

Other compounds follow.
SMILES	Cycloheximide cs	Pf growth 48h	Pf growth 96h	Sm TGR inh	Shiga inhibitor	Giardia FBPA inh
COc1ccc(C(=O)Nc2ccc3nc4n(c(=O)c3c2)CCCC4)cc1[N+](=O)[O-]	0	-1%	-26%	-9%	-9	1%
COCCCn1c(-c2ccccc2Cl)n[nH]c1=S	9	-4%	1.9µM*	-2%	-9	?
N/C(=N\OC(=O)c1cc(-c2ccccc2)nc2ccccc12)c1ccccn1	5	?	?	21%	-11	-9%
COc1cccc(-n2c(SCC(N)=O)nnc2-c2ccncc2)c1	-2	1%	6%	0%	-8	-1%
FC(F)(F)c1ccc(CN2C[C@@H]3C(c4ccc(Cl)nc4)C4(c5ccccc5)CC3(C4)[C@H]2c2ccccc2)cc1 (stereo partly specified)	-3	12µM*	?	?	-7	0%&3%
CCOC(=O)c1ccc(NC(=S)Nc2cccc(C)n2)cc1	1	-29%	?	-2%	-8	1%
Cc1c(C#N)c(N)nc2c3c(sc12)NC(=O)CC3c1ccc(Cl)cc1 (stereo unspecified)	1	?	-13%	-5%	-11	1%
Cc1cc2cc(OCC(=O)O)ccc2n1C	-3	1%	?	2%	-2	0%
O=C(Cn1ccc(C(F)(F)F)n1)NNC(=O)c1ccco1	/	-6%	-17%	-2%	/	/
Cc1cc(C)c(C)c(S(=O)(=O)Nc2cccc(-n3cnnn3)c2)c1C	1	?	?	-7%	1	/
C=C(C)COc1ccc(-c2ncncc2Oc2ccc(OC)cc2)c(O)c1	28*	3.7µM*	/	-1%	85*	-7%
COc1cc(C2/C(=C(/O)c3ccc(F)cc3)C(=O)C(=O)N2CCCC(=O)O)ccc1O (stereo unspecified)	1	?	9%	0%	8	-14%
NC(=O)c1ccc(NC(=O)CCCN2C(=O)c3ccccc3C2=O)cc1	-3	/	/	-9%	-26	3%
OC1/C(=C/c2ccc(F)cc2)N2CCC1CC2 (stereo unspecified)	-1	5%	3%	3%	-2	1%
O=C(Nc1ccccc1OC(F)F)C1CCCN1C(=O)c1cccs1 (stereo unspecified)	-4	?	-3%	-4%	-8	0%
CCOC(=O)c1cn(Cc2cccc(Cl)c2)nn1	-2	15%	-7%	-3%	14	0%
CCOC(=O)C1=C(C)N(c2ccccc2)C(=O)/C1=C\c1ccco1	6	20%	?	45µM*	3	5%
Cc1ccc(NC(=O)CSCc2c(C)noc2C)cc1C	-1	7%	/	1%	-5	2%
CC1(C)Cc2c(sc3nc(SCC(=O)N4CCOCC4)nc(N)c23)CO1	7	-6%	?	12%	1	-2%
CCC(=O)Nc1nnc(SCC(=O)Nc2ccc(F)cc2)s1	1	-1%	46%[activator]	2%	-6	2%
CSCC[C@H](NC(=O)c1ccc(Br)o1)c1nnc2ccccn12	-4	4%	3%	-14%	1	13%
Cc1oc2ccc(OC(=O)c3cccs3)cc2c1C(=O)OC(C)C	5	38%[activator]	18%	-1%	24	3%
CCc1ccc(C(O)(C(C)C)C(CN2CCOCC2)c2ccccc2)cc1 (stereo unspecified)	-2	5.2µM*	-1%	-12%	-3	-21%
Cc1cc(C)c(NC(=O)c2cc(S(=O)(=O)N3CCOCC3)ccc2F)c(C)c1	5	-17%	31%[activator]	2%	-1	-6%
O=C(COC(=O)COc1ccc(Cl)cc1)Nc1ccc2c(c1)OCCO2	/	-10%	29%	-11%	/	/
COc1ccc(/C=N/NC(=O)c2snnc2C)c(OC)c1OC	-1	66%[activator]	13%	1%	17	7%
COc1ccc(-c2csc3ncnc(N4CCN(c5cccc(OC)c5)CC4)c23)cc1	-2	?	?	-18%	10	/
c1ccc(-n2c(SCC3CCCCO3)nnc2-c2cnccn2)cc1 (stereo unspecified)	-1	?	?	-6%	19	-8%
O=C1NCCN(Cc2ccc(F)cc2)C1CC(=O)N1CC=C(c2ccccc2)CC1 (stereo unspecified)	-4	-10%	2%	35µM*	3	-22%
CCCc1ccc(OCC(O)CN2CCN(c3ccccc3)CC2)cc1 (stereo unspecified)	2	-3%	13%	-2%	13	-12%
C=CCc1cccc2cc(C(=O)NCc3ccc(C(=O)OCC)o3)c(=O)oc12	-3	/	-17%	-31%	-9	0%
Cc1c(O)ccc2c3c(c(=O)oc12)CCC(C)C3 (stereo unspecified)	8	?	24%	-28%	-14	12%
Cc1ccc(Cn2ccc(NC(=O)c3cc(-c4ccc(Br)cc4)on3)n2)cc1	-1	71%[activator]	?	-4%	-10	8%
O=C(NC1Cc2ccccc2C1)c1cc(COc2cccc(C(F)(F)F)c2)on1	-4	24%	-18%	-10%	0	12%
O=C(CSc1nnc(CNC(=O)c2c(F)cccc2F)o1)NCC1CCCO1 (stereo unspecified)	-2	5%	47%[activator]	-15%	-10	-5%
NS(=O)(=O)c1cc([C@@]2(O)NC(=O)c3ccccc32)ccc1Cl	/	-11%[12.8 µM]	-9%[12.8 µM]	/	/	-2%[21.7 µM]
O=C(O)c1ccccc1C(=O)Nc1cc(C(F)(F)F)ccc1N1CCCC1	-4	2%	6%	5%	-10	5%
COC(=O)c1scc(S(=O)(=O)C(C)C)c1N/N=C(\C#N)C(=O)c1ccc(Cl)cc1	0	?	-3%	-4%	-5	7%
CCCn1cc(S(=O)(=O)c2ccccc2)c(=O)c2cc(OC)c(OC)cc21	0	-9%	-6%	9%	4	/
CCN(CC)CC#CC(C)OCOCC#CCOC (stereo unspecified)	-2	-4%	38%[activator]	-17%	-6	-4%
COC(=O)c1ccc(CN2CCN(CC=C(C)C)C(CCO)C2)cc1 (stereo unspecified)	-3	12%	?	?	9	16%
Fc1cccc(CSc2ncnc3c2oc2ccccc23)c1	-5	34%[activator]	37%[activator]	2%	-6	2%
O=C(O)c1cc(Oc2ccc(C(F)(F)F)cc2Cl)ccc1[N+](=O)[O-]	-3	/	/	/	-4	26%
COCc1cc(C(C)=O)ccc1OC	-8	12%	/	-22%	-10	1%
CC(NC(=O)CN(C)S(=O)(=O)c1ccc(F)cc1)C1CC2CCC1C2 (stereo unspecified)	/	-24%	-25%	-9%	/	/
CCCCC(=O)Nc1ccc(NC(=S)NC(=O)CC)cc1OC	-1	11%	-15%	-34%	8	0%
COc1ccccc1NC(=O)C/C(C)=N/NC(=O)c1ccccn1	33*	24%	27%	3%	63*	12%
CCOc1ccc(NC(=O)COC(=O)COc2cccc3c2OC(C)(C)C3)cc1	1	?	?	-1%	-1	-12%
O=[N+]([O-])c1cc([N+](=O)[O-])c(Oc2cc(F)cc(F)c2)cc1NN1CCCCC1	/	-4%	75%[activator]	-14%	/	/
Clc1ccc(-c2ccnc(Oc3cc(Cl)ccc3Cl)n2)cc1	-2	-11%	0%	12%	-21	3%

Continuation:
SMILES	Cycloheximide cs	Pf growth 48h	Pf growth 96h	Sm TGR inh	Shiga inhibitor	Giardia FBPA inh
O=S(=O)(NCc1ccccn1)c1ccc2ccccc2c1	6	4%	0%	-1%	-4	2%
O=C(CSc1nc(-c2ccco2)cc(C(F)(F)F)n1)N1CCCc2ccccc21	4	9%	?	5%	10	-2%
Cc1ccc(C)n1NC(=O)c1ccccc1Cl	-4	-17%	1%	?	-7	-3%
O=Cc1c(N2CCCCC2)nc2ccccn2c1=O	-1	?	?	10%	-20	18%
Cc1ccc(C(=O)NC(C)c2nnc(SCC(=O)NC3CCCC3)n2C)cc1 (stereo unspecified)	-2	-2%	?	-2%	-5	/
CN(C)CCN(Cc1ccccc1)S(=O)(=O)c1ccc(-c2ccc(=O)[nH]n2)s1	-5	?	4%	-13%	-9	-6%
CC1CCN(C(=O)c2[nH]cnc2C(=O)N[C@@H](C)C(=O)OCc2ccccc2)CC1	-2	50%[activator]	26%	-7%	2	1%
CCC1(C)Cc2c(sc3nnn(Cc4ccccc4Cl)c(=O)c23)CO1 (stereo unspecified)	6	?	?	4%	-13	2%
COc1cccc(CN(C)C(=O)c2csc3c2CCCC3)c1OC	3	-25%	?	60%[activator]	-7	6%
NC(=O)N/N=C/c1c(Sc2nnnn2-c2ccccc2)nc2ccccn2c1=O	-3	4.7µM*	?	4µM*	18	6%

Looked up above:
Pf growth 48h, COC(=O)c1ccc(CN2CCN(CC=C(C)C)C(CCO)C2)cc1 (stereo unspecified) = 12%
Sm TGR inh, COc1ccc(-c2csc3ncnc(N4CCN(c5cccc(OC)c5)CC4)c23)cc1 = -18%

Going on with the list:
SMILES	Cycloheximide cs	Pf growth 48h	Pf growth 96h	Sm TGR inh	Shiga inhibitor	Giardia FBPA inh
CC(C)(C)Nc1nc(Cl)nc(Nc2ccccc2)n1	56*	75%[activator]	88%[activator]	-28%	88*	-9%
COc1ccc2c(c1OC)C(=O)N1N=C(c3ccccc3)CC21 (stereo unspecified)	18*	4.1µM*	?	1%	31	0%
CN(C)/N=C/c1cc(Cl)cc([N+](=O)[O-])c1O	-1	4%	38%	-10%	-10	-7%
Cc1ccc(NC(=O)c2sc3ncnc(N4CCN(c5ccccn5)CC4)c3c2C)c(C)c1	7	?	?	4%	24	14%
O=C(CN1C(=O)NC(CCc2ccccc2)C1=O)NC1CC1 (stereo unspecified)	4	23%	33%[activator]	7%	-4	7%
CCOC(=O)c1ccccc1NC(=O)COC	-2	-4%	-17%	9%	-8	1%
COc1ccc(OC)c(/C=N/NC(=O)C(=O)NCc2cccnc2)c1	6	0%	23%	10%	-7	-3%
Cc1cc(N2CCC(C)CC2)c(F)cc1[N+](=O)[O-]	9	14%	34%[activator]	-2%	22	0%
O=C(Nc1ccc(Br)cc1)N1CCc2ccccc2C1	53*	62%[activator]	-27%	-10%	126*	-7%

Screening data from PubChem.
